# Source: PubChem BioAssay (National Center for Advancing Translational Sciences (NCATS))
# Tb PYK inh: inhibitors of Trypanosoma brucei pyruvate kinase; hit rate 0.12% among 410,000; TbPYK enzyme, Kinase-Glo Plus ATP luminescence, 45 min; Q57TT1; Potency, µM (highest dose often 76.8 µM), for inactives: top-dose activity, negative = inhibition, usual class: inhibitors; active = well fitted inhibition curve with a large enough effect; note: nearly all actives have a fitted effect of over 50% in size
#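 Glycolytic pyruvate kinase of T. brucei was incubated with substrate, test compound and 130 uM ADP for 45 minutes at room temperature. Luminescent Kinase-Glo Plus signal was measured after 10 minutes.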
# Starred values were filed as active, the others as inactive. % is set by controls: 0 for no effect and ±100 for the full control effect; potency is the fitted concentration of half-maximal effect.
SMILES,Tb PYK inh
CCC1NC(=O)c2cc3ccccc3cc2-n2c1nc1cc(F)ccc1c2=O (stereo not drawn),7%
Oc1ccc(O)c(C=NNC(=S)NC2CC3CC2C2C=CCC32)c1 (stereo not drawn),0%
O=C(Nc1cccc(Cl)c1)C1CCCN1S(=O)(=O)c1cccc2cccnc12 (stereo not drawn),1%
CC(=O)c1ccc(OC2(C)CCN(Cc3ccc4c(c3)OCCO4)C2)cc1 (stereo not drawn),-1%
COc1ccc(OCc2nnc(-c3ccccc3)o2)cc1,11%
O=C(CCN1CC1)OCCOC(=O)CCN1CC1,-3%
S=c1nc2[nH]c3ccccc3c2n[nH]1,-14%
OC[C@@H]1CN(Cc2ccc(-c3ccccc3)cc2)C[C@H](n2cnc3c(NC4CCCC4)ncnc32)O1,4%
COc1cc2nc(SCC(=O)Nc3ccccc3C)n3nc(CCn4c(C)nc5ccccc54)nc3c2cc1OC,3%
COc1ccc(OC)c(C2=Nn3c(nnc3-c3ccncc3)SC2)c1,-6%
COc1ccc(S(=O)(=O)n2nc(C)c(S(=O)(=O)N3CCCCCC3)c2C)cc1C,-5%
Nc1ncnc2c1ccn2[C@H]1CN(Cc2ccc(Cl)cc2)C[C@@H](CO)O1,0%
CCCc1cc(CCC)n2nc(N)nc2n1,-8%
Cc1cccc(C)c1OCCn1c(C2CC(=O)N(c3cccc(Cl)c3)C2)nc2ccccc21 (stereo not drawn),1%
O=C1OC(CCl)CN1Cc1c(Cl)cccc1Cl (stereo not drawn),1%
Cc1ccc(CNC(=O)c2c(O)nc3cc(C)ccn3c2=O)cc1,4%
Cc1cccc(NC(=O)CN2C(=O)CCn3nc(-c4cccn4C)cc32)c1C,-8%
COc1ccccc1CNC(=O)Cn1ncn2c(cc3sccc32)c1=O,-6%
O=S(=O)(CCN1CCCCC1)CCS(=O)(=O)CCN1CCCCC1,6%
O=C(CSCc1ccccc1Cl)N1CCN(c2ccc(Cl)cc2)CC1,-2%

# Reprinted from the part before: two compounds; new compounds follow.
SMILES,Tb PYK inh
O=S(=O)(CCN1CCCCC1)CCS(=O)(=O)CCN1CCCCC1,6%
O=C(CSCc1ccccc1Cl)N1CCN(c2ccc(Cl)cc2)CC1,-2%
Cc1ccc(-n2ncc(C(=O)NCc3ccccn3)c2C2CCN(C(=O)OC(C)(C)C)CC2)c(C)c1,1%
CCOc1ccc(C2=C(C(=O)CC)Sc3nncn3N2C(=O)CC)cc1,2%
Cc1ccc(CCNC(=O)c2cc3c(-c4ccccc4F)nn(C)c3s2)cc1,-10%
O=C(c1cccs1)c1c[nH]cc1-c1ccccc1,-6%
COc1cc(OC)cc(-c2c(Sc3ccccc3)c3cc(-c4ccc(SC)cc4)ccc3n2C)c1,-4%
Cc1ccc(-c2cc(C(=O)Nc3ccccc3C(N)=O)c3ccccc3n2)o1,-30%
COc1ccc(C)cc1-n1nnc(S(=O)(=O)c2ccc(C)cc2)c1C,1%
CCC1CN(C(=O)N2CCC(C(=O)NCCCc3ccccc3)CC2)c2ccccc2O1 (stereo not drawn),-4%
CCCNC(=O)C1(C)CCN(C(=O)c2cccc(C#N)c2)C1 (stereo not drawn),-9%
CC(C)C[C@@H]1CN(CCCC[C@H]2CNC(=O)C(=O)N2CCC2CCCCC2)C(=O)C(=O)N1Cc1ccccc1,-1%
CCOC(=O)C(C#N)=C1CCC=C(C)C1,5%
Cn1c(=O)n(C)c2cc(N3CCCCC3)c(NC(=O)c3c(F)cccc3F)cc21,2%
O=C(c1ccco1)N1CCN(C(c2coc3ccc(Cl)cc3c2=O)c2nnnn2C2CCCC2)CC1 (stereo not drawn),-2%
Cc1ccc(N2C(=O)CSC23C(=O)N(CC(=O)NC2CCCCC2)c2ccccc23)cc1 (stereo not drawn),-9%
CC(C)CCNC(=O)CN1C(=O)CSc2ccc(S(=O)(=O)N3CCCCC3)cc21,1%
CC1(C(=O)NS(=O)(=O)c2cccc(Cl)c2)CCN1C(=O)Cc1ccc(-c2ccccc2)cc1 (stereo not drawn),0%
O=C(CCS(=O)(=O)c1cc(Br)cc2c1N(C(=O)C1CC1)CC2)NCc1ccccc1Cl,1%
CC1(C)CC2(C)CC(=O)C1C(C(=O)O)C2C(=O)O (stereo not drawn),-16%
CC(C)c1nc2oc3c(NCc4ccccn4)ncnc3c2c2c1COC(C)(C)C2,-8%
CCOC(=O)C1CCN(S(=O)(=O)c2cc(-c3onc(C)c3C)ccc2OC)CC1,1%
CCOc1ccc(-c2nnc(Nc3ccc(S(N)(=O)=O)cc3)c3ccccc23)cc1,1%
COc1cc(OC)c(C(=O)Nc2cc(S(=O)(=O)N3CCOCC3)ccc2N2CCN(C)CC2)cc1OC,-11%
CC(=O)N1CCC2(CC1)CCN(c1ccccc1)CC2,-9%
CCOC(=O)[C@]12CCCC=C1N(Cc1cccc3ccccc13)C(=O)[C@H](CC(=O)N1CCC(c3ccccc3)CC1)C2,-8%
CC1(c2ccc3ccccc3c2)CCC(=O)O1 (stereo not drawn),3%
C=C1CCN([C@@H](Cc2ccccc2)C(=O)NCc2ccc(Cl)c(Cl)c2)S(=O)(=O)c2ccccc21,-3%
O=C1NN(CCO)C(=S)Nc2ccccc21,-4%
COc1cc(Cl)c(C)cc1NC(=O)c1nn(-c2ccc(C)cc2)c(=O)n(C)c1=O,-6%
Cc1c(Cl)cccc1NC(=O)C1CCN(c2ncnc3c2nc2n3CCCCC2)CC1,5%
CCCSc1nc2sc3c(c2c(=O)n1-c1cccc(Br)c1)CC(C)(C)OC3,1%
CCn1cc(CCC(=O)NCc2ccc(C)cc2)c2ccccc21,-2%
Cc1cc(C)c(OCCOCCN2CCCC2)c(C)c1,3%
Cc1cccc(CCNC(=O)c2nn(C)c3c2CSc2ccccc2-3)c1,6%
NC(=S)NC(c1ccccc1)c1ccncc1 (stereo not drawn),-18%
O=C(NCCCN1CCN(c2ccccc2F)CC1)c1ccc2nc(N3CCCCC3)sc2c1,-2%
O=C1c2ccccc2C2N1CCCN2C(=O)c1sc2ccccc2c1Cl (stereo not drawn),-4%
COc1ccc(OC)c(CNC(=O)Nc2cn(CC(C)C)c(=O)c3ccccc23)c1,-3%
CC(CCO)Nc1nc2c(c(=O)n(C)c(=O)n2C)n1Cc1ccc(Br)cc1 (stereo not drawn),-1%
COc1ccc(C(NC(=O)C2CCN(CCCOc3ccccc3)CC2)c2cccs2)cc1 (stereo not drawn),4%
CC1=C(C(=O)Nc2cc(Cl)ccc2C)C(c2ccccc2F)n2ncnc2N1 (stereo not drawn),3%
CCCCNC(=O)c1nc(C2CCN(S(=O)(=O)c3ccc(F)c(F)c3)CC2)oc1-c1cccc(C(F)(F)F)c1,-14%
CCOc1cc(C2NC(=O)c3c(sc4c3CCN(C)C4)N2)ccc1OC(=O)c1ccc(F)cc1 (stereo not drawn),-5%
Cc1ccc(S(=O)(=O)c2cnc(SCC(=O)Nc3cc(C)cc(C)c3)nc2N)cc1,7%
COc1ccc(CN2C(=O)C(CC(=O)NCc3ccco3)CC(C(=O)N(C)C)=C2C)cc1 (stereo not drawn),8%
CC(C)CN1Cc2cc(-c3cccc(F)c3)ccc2-n2nncc2C1,2%
COc1ccc(CC(=O)Nc2ccc3nc(Nc4cccc(Cl)c4)cc(C)c3c2)cc1,4%
COc1ccc(Br)cc1C1CC(=O)Nc2c1c(C)nn2-c1nc(C)cc(C)n1 (stereo not drawn),-3%
O=C1C2CCCCN2C(=O)N1CCCCN1CCN(c2cccc(C(F)(F)F)c2)CC1 (stereo not drawn),3%
CC(=O)N1CCc2cc(S(=O)(=O)NC(CC(C)C)C(=O)NCCc3ccccc3)ccc21 (stereo not drawn),2%
COc1cc(C)ccc1OCCSc1nc2ccc(NC(=O)c3ccc(C)cc3)cc2s1,-2%
CCOC(=O)c1scc(-c2ccccc2)c1S(=O)(=O)Nc1ccc(N(C)C)cc1,-20%
C(=NOCc1ccccc1)c1cccnc1,0%
CCN(CC(=O)Nc1ccc(NC(C)=O)cc1)C(=O)C1(c2ccc(Cl)cc2)CCC1,-9%
CCCCCC(=O)N1C[C@H](n2cc(-c3ccc(F)cc3)nn2)[C@@H](O)C[C@@H]1c1ccc(Cl)cc1,2%
CCOC(=O)c1cc(-c2ccc(OC)cc2)n(CCC(=O)NCc2ccccc2OC)c1C,-3%
CC(C)NCC(O)c1ccc([N+](=O)[O-])cc1 (stereo not drawn),-5%
CC1Cc2[nH]c(=S)[nH]c(=O)c2C(C(C)C)O1 (stereo not drawn),-2%
CCOc1ccc(CC(=O)Nc2nnc3n2CCS3)cc1,-2%
O=C(O)c1ccccc1NS(=O)(=O)c1ccc(N/N=C/c2cccc(O)c2O)c([N+](=O)[O-])c1,-18%
CN(C(=O)c1ccc(NC(=O)Cc2ccc(NC(=O)C3CCN(S(=O)(=O)c4cccc([N+](=O)[O-])c4)CC3)cc2)cc1)C1CCCC1,0%

# In the list so far, 2 have a COOH group:
SMILES,Tb PYK inh
CC1(C)CC2(C)CC(=O)C1C(C(=O)O)C2C(=O)O (stereo not drawn),-16%
O=C(O)c1ccccc1NS(=O)(=O)c1ccc(N/N=C/c2cccc(O)c2O)c([N+](=O)[O-])c1,-18%

# The listing continues.
SMILES,Tb PYK inh
COc1ccccc1Cc1c(-c2cccc(Cl)c2)nc2ccc(Br)cn12,2%
CCOC(=O)c1c(NC(=O)c2cc3ccccc3c(=O)o2)sc2c1CCCC2,-1%
COc1ccc(C(=O)N2CCOC2CNC(=O)C(=O)NCc2ccc(C)cc2)cc1 (stereo not drawn),1%
C[C@H](CO)N1C[C@H](C)[C@@H](CN(C)Cc2ccc(Oc3ccccc3)cc2)Oc2cc(Br)ccc2S1(=O)=O,-8%
CCOc1ccccc1C(=O)Oc1c(Sc2ccccc2)c(C)nn1C(C)(C)C,-3%
Cc1cccc(C(=O)NC(=S)NC(C)c2ccccc2)c1 (stereo not drawn),1%
N#Cc1ccc(CN2CC3(CCN(C(=O)c4cccc(F)c4)CC3)C2)cc1,5%
CCc1ccc(NC(=O)CSc2nccn2C2CCCC2)cc1,0%
COc1ccc([C@H]2C[C@@H](O)[C@H](n3cc(C4CC4)nn3)CN2CC2CCCCC2)cc1,2%
Nc1[nH]c(C(=O)c2ccccc2)c(-c2ccc(Cl)cc2)c1C(=O)NCc1ccco1,-2%
CCCOc1cccc(C(=O)N(Cc2cc(OC)c(OC)c(OC)c2)C2CCS(=O)(=O)C2)c1 (stereo not drawn),2%
O=C(NCc1ccc(F)cc1)c1cc(C2CCCN(C(=O)c3ccccn3)C2)on1 (stereo not drawn),-2%
CCOc1ccc(CNC(=O)Cn2c(=O)c3cccn3c3ccc(F)cc32)cc1OC,-2%
CC(=O)c1ccc(N2CCN(c3ncnc4c3c(-c3ccccc3)cn4-c3ccc(Cl)cc3)CC2)cc1,-2%
Cc1ccn2c(Cc3ccccc3)c(-c3ccccc3)nc2c1,-2%
Cc1nc(C(F)(F)F)ccc1C(=O)N1CCC1(C)C(=O)NS(=O)(=O)c1cccc(F)c1 (stereo not drawn),5%
O=C(c1ccc(F)cc1)N1c2ncnn2C2(CCCCC2)[C@@H]2CCCC[C@@H]21,-3%
COc1ccccc1CNC(=O)c1cc(S(=O)(=O)N2CCN(c3ccccc3)CC2)ccc1Cl,-13%
C=CCOc1nc2c(c(=O)n(Cc3ccc(Cl)c(Cl)c3)c(=O)n2C)n1C,1%
Cc1ccc(NC(=O)COC(=O)CCc2c[nH]c3ccccc23)cc1,6%

# Among those listed so far, these have bromine:
SMILES,Tb PYK inh
O=C(CCS(=O)(=O)c1cc(Br)cc2c1N(C(=O)C1CC1)CC2)NCc1ccccc1Cl,1%
CCCSc1nc2sc3c(c2c(=O)n1-c1cccc(Br)c1)CC(C)(C)OC3,1%
CC(CCO)Nc1nc2c(c(=O)n(C)c(=O)n2C)n1Cc1ccc(Br)cc1 (stereo not drawn),-1%
COc1ccc(Br)cc1C1CC(=O)Nc2c1c(C)nn2-c1nc(C)cc(C)n1 (stereo not drawn),-3%
COc1ccccc1Cc1c(-c2cccc(Cl)c2)nc2ccc(Br)cn12,2%
C[C@H](CO)N1C[C@H](C)[C@@H](CN(C)Cc2ccc(Oc3ccccc3)cc2)Oc2cc(Br)ccc2S1(=O)=O,-8%

# More structures:
SMILES,Tb PYK inh
COc1ccccc1CNC(=O)CCc1c(C)c2ccc(OC)c(C)c2oc1=O,-9%
Cc1ccc(NC(=O)C2CCCN(S(=O)(=O)c3ccc(F)cc3)C2)cc1 (stereo not drawn),0%
CCCCNC(=O)c1cc(-c2ccc(OC)cc2)nc2n[nH]c(-c3cccc([N+](=O)[O-])c3)c12,-11%
CC(C)C[C@@H](CN)NC(=O)c1nc[nH]c1C(=O)N[C@@H](Cc1ccccc1)C(=O)CNC[C@H](C)NC(=O)c1nc[nH]c1C(=O)N[C@@H](C)C(=O)O,4%
COc1ccc(C(=O)Nc2nc(-c3nnn(-c4ccc(F)cc4F)c3C)ns2)cc1,1%
CC(c1nc2ccccc2c(=O)[nH]1)N1CCN(S(=O)(=O)c2ccc(F)c(Cl)c2)CC1 (stereo not drawn),-15%
COc1cccc(C(=O)Nc2nc3c(s2)CCCC3)c1,-24%
COCCNC(=O)C1(C)CCN(C(=O)c2cc(C)nn2C(C)(C)C)C1 (stereo not drawn),4%
COc1ccccc1NC(=O)Cn1c(=O)oc2cc(S(=O)(=O)NCc3ccccc3)ccc21,1%
COCc1cc(C)nc2c1C(=O)NC(c1ccc(Br)cc1)N2Cc1ccccc1 (stereo not drawn),5%
COc1oc(C(=O)NC2CCCCC2)c(-c2ccc(Cl)cc2)c1S(=O)(=O)c1ccccc1,-8%
CC1=C(C(=O)Nc2ccc(C)cc2C)C(c2ccccc2C)n2ncnc2N1 (stereo not drawn),4%

# A draw from above in order of SMILES length, smallest number first.
SMILES,Tb PYK inh
CCCc1cc(CCC)n2nc(N)nc2n1,-8%
Cc1cccc(C(=O)NC(=S)NC(C)c2ccccc2)c1 (stereo not drawn),1%
CCOC(=O)c1scc(-c2ccccc2)c1S(=O)(=O)Nc1ccc(N(C)C)cc1,-20%
COc1ccccc1NC(=O)Cn1c(=O)oc2cc(S(=O)(=O)NCc3ccccc3)ccc21,1%
CCCCCC(=O)N1C[C@H](n2cc(-c3ccc(F)cc3)nn2)[C@@H](O)C[C@@H]1c1ccc(Cl)cc1,2%

# Not all compounds are listed; rates above refer to the full screens.
